KB-V1 cytotox – qHTS assay for MDR1-selective chemotherapeutics: Primary screen using the drug-selected MDR subline cells KB-V1; KB-V1 MDR cells viability, CellTiter-Glo, 72 h; Potency, µM (titrated, usually from 46.1 µM), for the others: top-dose activity change, negative = cytotoxicity, usual class: cytotoxic; actives 3.4% (n = 400,000); further: potency means the concentration at half of the fitted maximal effect; on the % scale 0 is the no-effect control and ±100 the full control effect; nearly all actives have a fitted effect of over 60% in size
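Cells of the MDR subline KB-V1 are plated, dosed with compound at multiple concentrations, and incubated 72 h at 37 degrees C; CellTiter-Glo is then added and luminescence read after 10 min.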
GLP-1R agonist – qHTS of GLP-1 Receptor Agonists; Glucagon-like peptide 1 receptor (Homo sapiens), P43220; HEK293 GLP-1R CRE-luciferase, luminescence, 4-6 h; cells express a hypersensitive GLP-1R form; Potency, µM (top dose mostly 45.6 µM), for the others: at the top dose activation, hits mostly activators; actives 0.007% (n = 380,000); further: potency means the concentration at half of the fitted maximal effect; % of control where 0% means no effect
Target sequence (P43220 whole entry, looked up): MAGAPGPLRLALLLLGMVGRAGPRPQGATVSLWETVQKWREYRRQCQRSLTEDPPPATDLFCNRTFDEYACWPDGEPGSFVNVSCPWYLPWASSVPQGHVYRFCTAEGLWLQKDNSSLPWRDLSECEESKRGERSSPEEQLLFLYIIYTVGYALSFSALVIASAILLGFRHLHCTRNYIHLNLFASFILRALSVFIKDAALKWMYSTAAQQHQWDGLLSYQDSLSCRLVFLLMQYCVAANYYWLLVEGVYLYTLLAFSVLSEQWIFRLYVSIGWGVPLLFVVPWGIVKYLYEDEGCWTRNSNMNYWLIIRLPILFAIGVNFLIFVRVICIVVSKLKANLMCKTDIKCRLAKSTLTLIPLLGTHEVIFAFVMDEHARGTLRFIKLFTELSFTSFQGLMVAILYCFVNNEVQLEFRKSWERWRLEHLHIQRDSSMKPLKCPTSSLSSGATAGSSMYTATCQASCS
DRD3 agonist – qHTS of D3 Dopamine Receptor Agonist: qHTS. actives 0.58% (n = 410,000). max activation, %. D3R DiscoveRx beta-arrestin cells, luminescence, 90 min. AID 652048, 2013. D(3) dopamine receptor (Homo sapiens), P35462; in the data active means max activation above about 30%; further: 0% is about no effect; mostly tested at two doses, the higher about 12 µM
Target sequence (P35462 whole entry, looked up): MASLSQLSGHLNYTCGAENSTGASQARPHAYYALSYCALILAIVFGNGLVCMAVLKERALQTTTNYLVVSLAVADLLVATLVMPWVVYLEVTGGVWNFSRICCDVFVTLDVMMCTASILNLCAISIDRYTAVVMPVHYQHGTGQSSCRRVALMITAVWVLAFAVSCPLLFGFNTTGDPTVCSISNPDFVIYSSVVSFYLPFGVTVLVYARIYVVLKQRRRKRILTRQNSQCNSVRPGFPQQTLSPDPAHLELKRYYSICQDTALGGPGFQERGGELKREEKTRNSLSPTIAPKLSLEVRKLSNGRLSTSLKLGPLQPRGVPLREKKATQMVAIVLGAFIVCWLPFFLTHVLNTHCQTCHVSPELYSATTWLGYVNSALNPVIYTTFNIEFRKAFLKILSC
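Agonist-mode cell screen: cells plated at 1500/well and incubated overnight at 37 °C, then exposed to library compounds for 90 min at 37 °C. Detection reagent was added for 30–60 min at room temperature, and luminescence was read.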
HT1080 IDH1KD tx – qHTS for induction of synthetic lethality in tumor cells producing 2HG: qHTS for the HT-1080-IDH1KD cell line; actives 2% (n = 360,000); Potency, µM (highest dose often 46.1 µM), for the others: top-dose activity, negative = toxicity, hits mostly cytotoxic; HT-1080 IDH1 knockdown viability, ATP luminescence, 48 h;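 further: potency means the concentration at half of the fitted maximal effect; 0% = DMSO wells and -100% = cell-free medium wells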
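Knockdown cells (IDH1KD HT-1080) received compounds 2 h after plating at 750 cells/well and were kept 48 h at 37 °C in 5% FBS RPMI. A CellTiter-Glo luminescence read gave % activity for curve fitting.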
HT1080NT lethal – qHTS for induction of synthetic lethality in tumor cells producing 2HG: qHTS for the HT-1080-NT fibrosarcoma cell line | HT-1080-NT fibrosarcoma viability, CellTiter-Glo ATP luminescence, 48 h | actives 1.6% (n = 360,000) | Potency, µM (titrated, usually from 46.1 µM), without a hit: at the highest dose activity, negative = less viability, most hits filed as cytotoxic | AID 686970, 2013;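 further: NT is the 2HG producing partner of a matched IDH1 knockdown line; potency means the concentration at half of the fitted maximal effect; 0% = DMSO-treated cells and -100% = media-only wells without cells; nearly all actives have a fitted effect of over 55% in size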
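Luminescent CellTiter-Glo readout after 48 hours of compound exposure at 37 degrees C defined viability of HT-1080-NT cells. Activity was normalized to DMSO wells and cell-free media wells; concentration-response curves were fitted and assigned curve classes.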
D3 antag – qHTS of D3 Dopamine Receptor Antagonist: qHTS. AID 652054, 2013. D(3) dopamine receptor (Homo sapiens), P35462. actives 2.5% (n = 360,000). max response, negative = inhibition, %. D3R cells, DiscoveRx beta-arrestin luminescence, antagonist mode; active compounds read low; in the data active means max response below about -50%; inconclusive means no clear call, values can overlap the other calls; further: on the % scale 0 is the no-effect control and ±100 the full control effect; mostly tested at two doses, the higher about 12 µM
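Cells expressing the human receptor were seeded at 1500 cells/well, incubated overnight at 37 degrees C in 5% CO2, then exposed to library compounds with dopamine controls for 90 minutes at 37 degrees C before luminescent detection.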
IL1B secr inh – qHTS for Inhibitors of Inflammasome Signaling: IL-1-beta AlphaLISA Primary Screen | THP-1 LPS/ATP IL-1B secretion, AlphaLISA, 16 h; active compounds read low | activity change, % at 57.5 µM | actives 4.7% (n = 360,000); in the data active means activity change below about -50%; inconclusive means mostly about -30% to -49%; further: on the % scale 0 is the no-effect control and ±100 the full control effect
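THP-1 cells pretreated 1 hr with compounds (up to 57.5 uM final), then stimulated with LPS (250 ng/mL final) plus ATP (1.25 mM final); secreted IL-1B measured by AlphaLISA after 16 hr, decreased signal indicating inhibition.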
KB-3-1 tox – qHTS assay for MDR1-selective chemotherapeutics: Primary screen using the parental adenocarcinoma cell KB-3-1 | KB-3-1 viability, CellTiter-Glo ATP luminescence, 72 h | Potency, µM (titrated, usually from 46.1 µM), for the others: at the highest dose activity change, negative = cytotoxic, most hits filed as cytotoxic | actives 1.4% (n = 400,000) | AID 1347075, 2019; further: potency means the concentration at half of the fitted maximal effect; on the % scale 0 is the no-effect control and ±100 the full control effect; nearly all actives have a fitted effect of over 60% in size
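Viability of parental KB-3-1 cells, measured by CellTiter-Glo luminescence, followed a 72 h incubation at 37 °C with pinned compounds in phenol-red-free DMEM containing 10% FBS.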
SW480 rerep – A quantitative high throughput screen for small molecules that induce DNA re-replication in SW480 colon adenocarcinoma cells; SW480 DNA re-replication, Hoechst DNA content imaging, 48 h; Potency, µM (titrated, usually from 46.1 µM), for inactives: at the highest dose re-replication activation, actives largely listed as activators; actives 1.8% (n = 340,000); further: potency means the concentration at half of the fitted maximal effect; % of control where 0% means no effect; nearly all actives have a fitted effect of over 55% in size
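Cells (250 per well) received 23 nL compound or DMSO by pin tool and were kept 48 hr at 37 C, 5% CO2. Nuclei were then stained with Hoechst for 40 min and scanned for DNA content.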
* marks the source's active call; other numbers are inactive results; i = inactive; u = inconclusive; x = no result given; [ ] = remark or other dose. Unless noted, the call rests on the fitted dose curve; in most records, active means well fitted curve in the direction sought with a large enough effect; inconclusive means small, poorly fitted or top-dose-only effect, or another doubt; inactive means no such curve, though single readings can be large; an effect the other way counts as inactive or inconclusive.

SMILES	KB-V1 cytotox	GLP-1R agonist	DRD3 agonist	HT1080 IDH1KD tx	HT1080NT lethal	D3 antag	IL1B secr inh	KB-3-1 tox	SW480 rerep
COCC(=O)NC1(c2nnnn2CCOC(=O)Nc2ccc(Cl)cc2)CCCCC1	u	6%	2	-6%	-5%	3	-26	4%	2%
O=C(OCC(=O)N1CCN(c2ccccc2)CC1)c1ccc(Cl)nc1	15%	9%	5	12%	9%	1	3	7%	u
CC(C)CCCN1C(Nc2ccccc2)=NC[C@@H]1C	-1%	7%	11	11%	5%	-7	6	25%	-1%
COc1ccc(CN2CCN(Cc3c[nH]c4ccccc34)CC2)cc1	4%	4%	-19	-17%	-11%	u	x	-3%	u
Cn1c(CSc2nc3ccccc3s2)nnc1SCC(=O)NCCCN1CCOCC1	16%	-4%	2	2%	4%	13	34	5%	-4%
COCCNC(=O)CCCn1c(=O)c2ccccc2n(Cc2ccccc2C#N)c1=O	-4%	-6%	-7	3%	-2%	7	35	11%	-17%
COC(=O)COc1ccc(S(=O)(=O)Nc2ccccc2SC)cc1	-1%	-7%	1	0%	0%	-2	36	-6%	0%
CCN1C(=O)/C(=C\c2nc3ccccc3c(=O)n2CC)c2ccccc21	-24%	16%	-4	-25%	-16%	-3	-86*	0%	8%
CSc1nc2cc(C)nn2c(-c2ccccc2)c1C#N	3%	-3%	3	2%	21%	2	3	12%	-4%
COc1ccc(NC(=O)C(CC(C)C)NC(=O)C2CCC(C)CC2)cc1 (stereo not given)	u	0%	-1	6%	4%	8	-5	4%	-4%
Cc1ccccc1S(=O)(=O)Nc1nc2ccccc2nc1Cl	2%	-1%	1	-13%	-16%	16	0	13%	7%
O=C(NC1CCCC1)c1ccc(Cl)s1	24%	-1%	1	-2%	11%	-3	-14	2%	21%
Cc1cccc(N/C=C(\[N+](=O)[O-])S(=O)(=O)c2ccccc2)c1	21%	6%	2	1%	9%	9	2	18%	0%
CCOC(=O)C1=C(C)N=c2s/c(=C\c3cccn3C)c(=O)n2C1c1cccc(OC)c1OC (stereo not given)	u	-1%	6	-2%	4%	31	-6	-4%	-7%
CCN(CC)C(=O)C1=C(C)NC(=S)NC1c1ccc(C)s1 (stereo not given)	0%	0%	-2	8%	12%	1	-4	-2%	-3%
O=C(NCc1ccco1)/C(=C\c1ccccc1)NC(=O)c1ccccc1	12%	14%	15	13%	17%	12	-13	6%	-2%
O=C1CN(O)C=C2N=c3ccccc3=C2N1c1ccc([N+](=O)[O-])cc1	6%	15%	0	5%	3%	1	11	0%	0%
O=C(NCCCn1ccnc1)/C(=C/c1cccs1)NC(=O)c1ccco1	u	7%	-1	5%	1%	-6	11	u	-33%[inhibitor]
C/C(=N\NC(=O)c1nc2ccccn2c1C)c1ccco1	u	8%	7	-7%	-5%	10	13	12%	-7%
Cc1cc(C)nc(NC(=O)c2c(F)c(F)c(F)c(C(=O)Nc3cc(C)cc(C)n3)c2F)c1	-7%	2%	0	-21%	-19%	-8	-69*	u	u
Nc1nc(SCc2cccc([N+](=O)[O-])c2)n[nH]1	u	1%	-1	10%	2%	4	5	13%	-5%
O=C(Nc1ccc(N2CCOCC2)cc1)c1cnsn1	2%	-5%	2	-1%	1%	10	-14	-3%	1%
CSc1cccc(NC(=O)CCCn2c(=O)c3cccn3c3cccnc32)c1	u	32%	-1	16%	-3%	-25	-23	-3%	-9%
O=C(c1ccc(OC2CCN(CCO)CC2)cc1)N1CCCC1	3%	-11%	-2	24%	9%	6	i	-2%	-3%
Cc1cc(C)n(C(=O)CN(C)S(=O)(=O)c2ccc([N+](=O)[O-])cc2)n1	u	10%	-8	-1%	3%	-17	-11	18%	-11%
Further results:
SMILES	KB-V1 cytotox	GLP-1R agonist	DRD3 agonist	HT1080 IDH1KD tx	HT1080NT lethal	D3 antag	IL1B secr inh	KB-3-1 tox	SW480 rerep
C=CCn1c(O)c(N=NC(=S)Nc2ccccc2C)c2cc(S(=O)(=O)N3CCOCC3)ccc21	u	6%	2	u	u	-17	-1	-10%	u
Cc1c(-c2ccnc3cc(C(=O)O)nn23)cnn1C	u	-2%	2	16%	11%	4	10	10%	-5%
COc1ccc(NCc2nc3ccccc3n2CCOc2ccccc2)cc1	2.3µM*	14%	-4	0%	-6%	-12	-114*	u	2%
COc1cccc(C2CC(c3ccc(Cl)cc3)n3nc(N)nc3N2)c1 (stereo not given)	-14%	1%	-9	-2%	18%	-10	-14	5%	-18%
Cc1nc(-c2ccc(S(=O)(=O)N3CCN(c4cccc(C)c4C)CC3)cc2)co1	-19%	1%	8	-9%	u	2	1	u	-2%
Cc1n[nH]c(C)c1S(=O)(=O)N1CCOCC1	4%	39%	-5	19%	12%	21	8	-3%	2%
COC(=O)c1ccc2c(=O)sc(N3CCC(C(N)=O)CC3)nc2c1	6%	-3%	1	16%	10%	6	-17	4%	-3%
C/C(CCc1ccccc1)=N\NC(=O)c1ccccc1[N+](=O)[O-]	u	-1%	-6	-2%	-6%	-7	13	12%	2%
CC(=O)N1N=C2c3ccccc3CCC2C1c1ccc(F)cc1 (stereo not given)	u	15%	6	21µM*	u	2	x	u	4%
O=C(OCC(=O)N1CCOCC1)c1ccccc1O	20%	10%	2	10%	13%	11	44	29%	-14%
CN1C(=CC=C2C=C(I)C(=O)C(I)=C2)C(C)(C)c2ccccc21	-4%	8%	-2	u	-17%	-5	10	u	-5%
CC1(C(=O)Nc2cccc(C#N)c2)CCN1C(=O)C1(c2ccccc2)CC1 (stereo not given)	2%	8%	1	13%	u	-25	21	0%	x
Cc1c(C(=O)NCc2ccccc2CN2CCCC2)oc2ccccc12	0%	5%	-22	-23%	u	-12	24	-28%	-264%[inhibitor]
OCc1cc(-c2ccc(Cl)c(Cl)c2)on1	-10%	6%	-2	-4%	-12%	-5	-4	-1%	-1%
Cc1cccc(C)c1OCCCCN1CCNCC1	-3%	6%	-7	2%	-5%	-22	0	-1%	6%
COc1ccccc1C(=O)NCCC(=O)NCC1CCCO1 (stereo not given)	u	-7%	-3	10%	6%	0	1	2%	u
CSc1nc(SCC(=O)NCc2ccco2)c2c3c(sc2n1)CN(C)CC3	u	1%	-6	17%	1%	9	-11	11%	3%
O=C(NCc1cccc(C(F)(F)F)c1)c1cc(Cl)ccc1Cl	-13%	-3%	7	1%	8%	20	-25	3%	10µM*
Cc1cn2c(=O)cc(COc3ccc(NC(=O)c4cccc(F)c4)cc3)nc2s1	-7%	-2%	-10	x	x	x	x	-2%	x
CCOC(=O)Cn1nc(C)cc1NC(=O)c1ccncc1	-10%	-4%	-1	-9%	0%	20	15	-1%	-2%
Cc1cccc2cc(C#N)c(N3CCCC3)nc12	-2%	9%	8	-1%	0%	7	4	-7%	31%
O=C(O)c1ccccc1OCc1nc2ccccc2s1	9%	24%	16	-11%	-1%	8	22	4%	-2%
COc1ccc(C(=O)NC(=S)NNC(=O)c2cnccn2)cc1	-23%	-10%	0	2.9µM*	u	1	23	u	1%
O=C(Nc1cccc(C(F)(F)F)c1)N(Cc1ccc(Cl)cc1)CC(O)C(F)(F)F (stereo not given)	u	-13%	0	18µM*	16µM*	24	-7	u	29%
O=C(c1cccnc1)N1CCN(S(=O)(=O)c2ccc(Cl)cc2)CC1	4%	10%	-6	-6%	-10%	-16	12	-2%	2%

Compound profiles (already shown). Screens in order: KB-V1 cytotox | GLP-1R agonist | DRD3 agonist | HT1080 IDH1KD tx | HT1080NT lethal | D3 antag | IL1B secr inh | KB-3-1 tox | SW480 rerep
Profile of `COc1cccc(C2CC(c3ccc(Cl)cc3)n3nc(N)nc3N2)c1` (stereo not given) → -14% | 1% | -9 | -2% | 18% | -10 | -14 | 5% | -18%
Profile of `Cc1nc(-c2ccc(S(=O)(=O)N3CCN(c4cccc(C)c4C)CC3)cc2)co1` → -19% | 1% | 8 | -9% | u | 2 | 1 | u | -2%

Continuation:
SMILES	KB-V1 cytotox	GLP-1R agonist	DRD3 agonist	HT1080 IDH1KD tx	HT1080NT lethal	D3 antag	IL1B secr inh	KB-3-1 tox	SW480 rerep
COc1ccc(CCNC(=O)COC(=O)c2ccc(Br)o2)cc1	15%	-2%	3	11%	-2%	u	9	3%	0%
COc1ccccc1N1CCN(C(=O)CN2C(=O)COc3ccc(S(=O)(=O)N4CCC(C)CC4)cc32)CC1	u	5%	2	x	x	x	x	14%	x
CN(C)CCC(=O)c1ccc(F)cc1	10%	0%	1	-1%	1%	1	-12	4%	u
CCC(=O)Nc1ccc(C(=O)NNC(=O)c2ccc(Cl)cc2)cc1	-10%	0%	-8	-6%	3%	-17	6	-1%	2%
Cc1ccc(CCNC(=O)c2cccc(N3CCCC3=O)c2)cc1	-12%	-5%	0	1%	u	-4	14	-3%	2%
Cc1cc(C)nc(NC(=O)c2ccc(Cl)cc2Cl)n1	-6%	10%	6	-2%	-4%	-4	-22	-6%	-5%
COc1ccc(Cl)cc1NC(=S)NCCN1CCOCC1	11%	5%	-20	3%	1%	-6	11	2%	u
CC1=NN(c2nc(-c3ccc(C)cc3)cs2)C(=O)C1N=Nc1cccc(O)c1 (stereo not given)	-21%	-2%	-9	-10%	-8%	4	32	7%	5%
COCCCNC(=S)Nc1ccc(OC(F)F)cc1C	7%	-1%	0	3%	4%	-1	0	1%	-56%[inhibitor]
Cc1ccc(C(=O)OCC(=O)Nc2ccc(C)c(S(=O)(=O)N3CCCCC3)c2)o1	1%	2%	7	4%	-2%	28	-10	-7%	x
COC(=O)Cc1ccc(NC(=S)NCc2ccccc2)cc1	-7%	7%	-14	-1%	0%	-18	1	0%	-4%

Assay outcomes as filed in PubChem.

Rows were taken by chance; overall some 12% were active at least once.
